KCNQ1 pot: human KCNQ1 channel potentiation or activation. P51787. CHO-K1 KCNQ1, thallium flux FluxOR fluorescence; active compounds read high. B-score at 10 µM. 310,000 tested, 0.35% active;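 active = fluorescence ratio B-score, a plate-corrected score, at least three library SD, with initial intensity B-score within 5 SD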
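Doses: Single concentration per compound, DMSO matched to controls | Test system: KCNQ1-transfected CHO-K1 cells | Timing: 90 min dye loading and 20 min compound exposure, both at room temperature | Measured by: Kinetic FluxOR thallium fluorescence, 10-s 1-Hz baseline, 110-s post-stimulus read | Medium: Assay buffer with matched DMSO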
RGS4 act: potentiators or activators of RGS4; 310,000 tested, 0.92% active; HEK293 M3R/inducible RGS4, carbachol calcium flux Fluo4; active compounds read low; B-score at 10 µM; AID 463111;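 active = B-score of the integrated calcium signal more than 4 SD below the library mean, with starting fluorescence not abnormally high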;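 note: negative B-score means reduced calcium response which marks RGS4 activation or potentiation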
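Also added: carbachol at ECmax as muscarinic agonist stimulus; Assay system: HEK293 cells with stable M3R and inducible RGS4; Timing: overnight RGS4 induction, 30 min dye load 37 °C, 20 min compound RT; Measured by: Fluo4-AM (2 µM) calcium-flux fluorescence, kinetic read.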
hERG protect: compounds protecting human hERG from proarrhythmic drug block; Q12809; 310,000 tested, 0.51% active; AID 1511; CHO-hERG, FluxOR thallium flux, dofetilide IC70 present; activation (rescue from dofetilide block), less the hit threshold, % at 10 µM;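 active = activation above the mean of controls blocked by dofetilide plus 5 SD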;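 note: thallium influx through hERG after potassium depolarization seen as dye fluorescence rise; in these data hits start at about 4.7%; inactives centre near -7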
GSK3beta inhib: inhibitors of human GSK3beta kinase | P49841 | GST-GSK3beta kinase, ADP-Glo luminescence, 60 min; active compounds read low | activity score (negative = inhibition), % at 10 µM | 300,000 tested, 0.038% active;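 active = more than half of replicate wells score below -50%, meaning over 50% inhibition versus plate controls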;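 note: 0% = median DMSO wells and -100% = median GW8510 positive control wells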
Target sequence (P49841 whole entry, looked up): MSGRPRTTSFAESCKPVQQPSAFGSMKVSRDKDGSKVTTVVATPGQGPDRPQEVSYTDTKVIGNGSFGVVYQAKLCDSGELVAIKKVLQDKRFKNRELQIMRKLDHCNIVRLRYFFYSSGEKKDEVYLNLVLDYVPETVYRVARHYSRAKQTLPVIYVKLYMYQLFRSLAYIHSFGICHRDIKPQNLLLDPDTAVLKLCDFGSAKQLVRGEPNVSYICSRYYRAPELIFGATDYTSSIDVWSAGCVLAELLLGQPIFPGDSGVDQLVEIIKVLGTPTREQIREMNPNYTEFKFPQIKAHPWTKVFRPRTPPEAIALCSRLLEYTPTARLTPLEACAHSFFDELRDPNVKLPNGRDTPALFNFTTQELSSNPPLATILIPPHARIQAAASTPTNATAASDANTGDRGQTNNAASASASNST
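test system = GST-tagged human GSK3beta kinase, cell-free | reagent = 25 µM ATP with peptide substrate | dosing = one dose of 10 µM per compound | schedule = 60 min reaction, RT | detection = luminescent ADP-Glo measurement of ADP formed | control set = DMSO neutral wells and GW8510 at 20 µM as positive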
KCNQ1 block: blocks the human KCNQ1 potassium channel; CHO-K1 KCNQ1, FluxOR thallium flux fluorescence; active compounds read high; B-score at 10 µM; 310,000 tested, 1.3% active; AID 2642;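 active = compounds whose thallium flux B-score, printed positive for inhibition, exceeds three library SD while starting fluorescence stays within three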;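 note: channel opened by potassium depolarization with thallium stimulus after 20 min compound exposure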
RGS4 block: inhibitors of human RGS4 | HEK293 M3R/RGS4 inducible, Fluo-4 calcium flux; active compounds read high; triggered by carbachol at its EC20 | 310,000 tested, 0.45% active | AID 463165 | P49798 | B-score at 10 µM;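 active = B-score, a plate-corrected calcium signal, over three deviations above library mean, with baseline fluorescence within five deviations of library mean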;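 note: RGS4 expression induced by doxycycline in cells with stable M3 receptor; B-score is computed from the integrated fluorescence ratio over baseline after carbachol; higher B-score means a larger calcium signal and so more RGS4 inhibition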
Target sequence (P49798 whole entry, looked up): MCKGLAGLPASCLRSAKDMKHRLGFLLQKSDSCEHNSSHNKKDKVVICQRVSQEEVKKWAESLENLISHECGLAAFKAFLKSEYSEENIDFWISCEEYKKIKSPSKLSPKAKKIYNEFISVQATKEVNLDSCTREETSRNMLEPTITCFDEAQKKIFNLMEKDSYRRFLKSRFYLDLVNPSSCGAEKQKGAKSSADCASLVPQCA
PolyA inhibitor: yeast polyadenylation inhibition; S. cerevisiae SKY197-pL101 polyadenylation reporter, beta-gal luminescence; efflux-impaired pdr1/pdr3 knockout yeast; score 100 = 6 SD above DMSO; calls only at 12 µM; 300,000 tested, 0.02% active; AID 1875;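 active = lowest replicate activity score at least 50, where 100 means six control SD above control mean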;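 note: yeast exposed to compound for 9 h at 30 °C; higher score means more reporter readthrough which indicates perturbed polyadenylation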
Dyrk1A ADPGlo: blocks rat Dyrk1A kinase activity; Q63470; ADP-Glo luminescence, NFATc1 peptide; inhibition, % at 12.5 µM; 310,000 tested, 0.43% active; AID 504441; in the data active = inhibition above about 50%;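 note: plate controls were vehicle with enzyme for no effect and no enzyme for full effect; many of its hits are not listed in these tables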
GSK3A inh: human GSK-3 alpha kinase inhibition; P49840; ADP-Glo luminescence, 60 min; inhibition, % at 10 µM; 320,000 tested, 0.1% active; AID 2650;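 in the data active = inhibition above about 50%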;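 note: GST-tagged GSK-3 alpha with peptide substrate and 25 µM ATP; 0% = DMSO neutral wells and 100% = GW8510 positive control wells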
KCNK3 inh: human KCNK3 channel inhibition, primary screen; AID 602410; B-score at 10 µM; CHO-KCNK3 thallium flux, FluxOR fluorescence; active compounds read low; O14649; 340,000 tested, 0.84% active;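 active = B-score under library mean minus 4 SD, starting fluorescence ratio at most library mean plus 5 SD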;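 note: more negative B-score means stronger inhibition of thallium flux through KCNK3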
KCNK9 block: blocks the human KCNK9 two-pore domain potassium channel; Q9NPC2; HEK293 KCNK9, FluxOR thallium flux fluorescence; active compounds read low; B-score at 10 µM; 310,000 tested, 1.2% active; AID 488922;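 active = ratio B-score over 3 SD below the library mean, with starting fluorescence within 5 SD of its mean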;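 note: negative B-score means less thallium flux so channel inhibition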
Target sequence (Q9NPC2 whole entry, looked up, the tested form may be a part): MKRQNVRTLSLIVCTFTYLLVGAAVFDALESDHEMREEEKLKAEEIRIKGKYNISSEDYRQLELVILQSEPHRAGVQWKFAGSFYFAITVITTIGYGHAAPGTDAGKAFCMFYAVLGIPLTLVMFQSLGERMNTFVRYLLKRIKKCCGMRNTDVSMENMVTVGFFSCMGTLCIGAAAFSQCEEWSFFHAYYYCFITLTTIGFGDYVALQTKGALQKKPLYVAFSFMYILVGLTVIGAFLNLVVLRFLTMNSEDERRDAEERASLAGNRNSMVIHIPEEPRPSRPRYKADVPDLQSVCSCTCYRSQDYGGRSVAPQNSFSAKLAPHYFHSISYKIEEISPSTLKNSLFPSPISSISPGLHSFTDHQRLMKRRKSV
Numbers without * were called inactive; i = inactive; x = no result given. Only part of the results is shown (hit frequency here may not be typical).

SMILES,KCNQ1 pot,RGS4 act,hERG protect,GSK3beta inhib,KCNQ1 block,RGS4 block,PolyA inhibitor,Dyrk1A ADPGlo,GSK3A inh,KCNK3 inh,KCNK9 block
O=C(COc1ccc2ccccc2c1)N1CCN(C(=O)c2cccs2)CC1,i,i,-15,2,i,i,i,10,0,i,i
Cc1ccc(NS(=O)(=O)c2cc(C(=O)N3CCN(C)CC3)ccc2C)cc1C,i,i,-7,-6,i,i,i,2,-1,i,i
COc1ccc(-n2nc(C(=O)N3CCN(Cc4ccc5c(c4)OCO5)CC3)c3ccccc3c2=O)cc1,i,i,-7,4,i,i,i,-1,2,i,i
S=C(NCCc1c[nH]c2ccccc12)NC1CCCCC1,i,i,-4,-1,i,i,i,-1,-1,i,i
O=C(NNc1ncnc2c1cnn2-c1ccccc1)c1ccco1,i,i,-12,2,i,i,i,1,0,i,i
CCN(CC(=O)NC(C)(C)C)C(=O)COc1c(Cl)cc(Cl)c2ccc(C)nc12,i,i,-14,1,i,i,i,-2,0,i,i
Cc1nn(-c2ccccc2)c(Cl)c1/C=N\NC(=O)c1cnccn1,i,i,-10,1,i,i,i,-1,-2,i,i
COc1ccc(S(=O)(=O)N2CCC(NC(=O)c3ccccc3)CC2)cc1,i,i,-3,1,i,i,i,2,2,i,i
Cc1nc(N)[nH]c(=O)c1Oc1cccc(C(F)(F)F)c1,i,i,-4,1,i,i,i,2,-3,i,i
CCN(CC)S(=O)(=O)c1ccc2c(c1)C(=NO)c1cc(S(=O)(=O)N(CC)CC)ccc1-2,i,i,-15,1,i,i,i,-1,-1,i,i
COc1ccc(NS(=O)(=O)c2cccs2)cc1S(=O)(=O)N1CCOCC1,i,i,-6,x,i,i,i,0,-4,i,i
COC(CN(C)S(=O)(=O)c1cc2c3c(c1)CCN3C(=O)CC2)OC,i,i,-5,-3,i,i,i,1,2,i,i
Cc1cc(C)cc(OCc2nnc(SCC(=O)OC(C)C)o2)c1,i,i,-13,1,i,i,i,3,-1,i,i
CC(C)c1ccccc1NC(=O)CCCC(=O)O,i,i,-4,0,i,i,i,2,0,i,i
Cc1cccc(C)c1-n1c(SCC(=O)N2CC(=O)Nc3ccccc32)nc2ccccc2c1=O,i,i,-14,5,i,i,i,0,0,i,i
COc1ccc(CN2C3CCCC2CC(NC(=O)Nc2ccccc2)C3)cc1 (stereo not drawn),i,i,-2,0,i,i,i,-4,-2,i,i
CCOC(=O)COc1c(Cl)cc(/C=C2\N=C(C)OC2=O)cc1OC,i,i,-11,0,i,i,x,x,-2,i,i
OCC[C@@H]1C[C@@H](O)[C@H](O)[C@@]2(Cc3ccccc3O2)O1,i,i,-2,0,i,i,i,-5,-4,i,i
N=C1S/C(=C\c2ccc(-c3cccc(Cl)c3)o2)C(=O)N1c1nccs1,i,i,26*,3,i,i,i,7,-1,i,i
CCCc1cc(=O)oc2c(C)c(OCC(=O)Nc3ccccn3)ccc12,i,i,-6,-9,i,i,i,-1,0,i,i
O=C(NCCSCc1c(F)cccc1Cl)c1ccco1,i,i,-5,1,i,i,i,2,3,i,i
O=[N+]([O-])c1ccc(Cc2nnc(-c3ccccc3Cl)o2)cc1,i,i,-12,1,i,i,i,-5,2,i,i
O=C(c1cnccn1)N1CCc2ccccc21,i,i,-12,2,i,i,i,7,3,i,i
O=C(Nc1ccc(Cl)cc1C(=O)NCc1cccnc1)c1ccco1,i,i,-6,2,i,i,i,12,2,i,i
CC(C)C[C@H](NC(=O)N1CCn2c1nc1ccccc12)C(=O)NCc1ccccc1,i,i,-5,1,i,i,i,-9,0,i,i
Cc1noc(C)c1CSc1ccccc1C(=O)Nc1nccs1,i,i,-9,0,i,i,i,7,-1,i,i
CCN1C(=O)/C(=C2/C=Cc3cc(C)ccc3N2CC)N(C)C1=S,i,i,-5,-1,i,i,i,x,3,i,i
Cc1cc(/C=N/n2cnnc2)c(C)n1-c1cccc(C(=O)O)c1,i,i,-8,0,i,i,i,3,-3,i,i
CCOC(=O)CC1(NC(=O)c2cc(COc3ccc(F)c(F)c3)on2)CCCCC1,i,i,-9,1,i,i,i,2,-2,i,i
CC(NC(=O)CCNC(=O)c1ccccc1Cl)C1CC2CCC1C2 (stereo not drawn),i,i,-3,0,i,i,i,8,-9,i,i
COc1ccc2cc3cc(C(=O)N4CCCCC4C)oc3nc2c1 (stereo not drawn),i,i,-7,1,i,i,i,18,2,i,i
Cc1c(C(=O)NCCSCc2cccc(C(F)(F)F)c2)cnn1-c1ccc(F)cc1,i,i,-13,0,i,i,i,x,7,i,i
COc1ccc(NC(=O)Oc2cc(C)ccc2C(C)C)cc1,i,i,-11,-1,i,i,i,-4,x,i,i
CN1CCN(C(CNS(=O)(=O)c2ccc(F)cc2)c2cccnc2)CC1 (stereo not drawn),i,i,-14,-3,i,i,i,1,-1,i,i
O=C(Cn1[nH]c(=O)c2ccccc2c1=O)NC1CCCCCC1,i,i,-9,-1,i,i,i,-3,-2,i,i
O=C(CSc1nnc(-c2cnccn2)n1Cc1ccco1)c1ccc(Cl)c(Cl)c1,i,i,-8,-2,i,i,i,2,1,i,i
O=[N+]([O-])c1ccc2[nH]c3nc4ccccc4nc3c2c1,i,i,-1,-4,i,i,i,-1,-2,i,i
O=C(CSc1nncs1)Nc1ccc2c(c1)OCCO2,i,i,-7,0,i,i,i,-7,-1,i,i
Cc1cccc2cc(COC(=O)c3ccccn3)c(=O)[nH]c12,i,i,-7,-5,i,i,i,6,-3,i,i
O=C(Nc1ccccc1)NC1CCCCC1,i,i,-5,3,i,i,i,9,-6,i,i
COC(=O)C1CCCN1C(=O)COc1ccc(Cl)cc1Br (stereo not drawn),8*,i,5.1*,5,i,i,i,-4,0,i,i
COc1ccc(NC(=O)CCSc2ccc(C)cc2)cc1,i,i,-2,1,i,i,i,-1,-6,i,i
COc1ccc(F)cc1C(=O)C1CCCN(Cc2cccn2-c2ccccn2)C1 (stereo not drawn),i,i,-18,3,i,i,x,1,1,-10*,i
CCOC(=O)C1CCN(Cc2cnc(Oc3ccc(N)cc3)s2)CC1,i,i,-9,0,i,i,i,7,x,i,i
Cc1ccc(S(=O)(=O)Nc2cccc3cccnc23)cc1,i,i,-12,1,i,i,i,-4,0,i,i
COc1ccc(S(=O)(=O)N(CC(=O)NCCC(C)C)c2ccccc2)cc1OC,i,i,-8,0,i,i,i,7,-1,i,i
CCCCC(=O)Nc1nnc(SCC(=O)Nc2ccc(OC)cc2)s1,i,i,-4,0,i,i,i,2,3,i,i
CCN(C(=O)c1ccc(S(C)(=O)=O)cc1)C12CC3CC(CC(C3)C1)C2,i,i,-9,-1,i,i,i,-3,1,i,i
O=C(C=C1NCCN1)c1ccccc1,i,i,-9,-3,i,i,i,x,-2,i,i
COC(=O)c1oc2ccc(Cl)cc2c1N,i,i,-16,-3,i,i,i,31,15,i,i
O=C(/C=C\c1ccc(-c2cccc([N+](=O)[O-])c2)o1)N1CCOCC1,i,i,1,2,i,i,i,8,1,i,i
COc1cccc(C2CC(c3cccs3)=NN2C(=O)CCC(=O)O)c1OC (stereo not drawn),i,i,-1,3,i,i,i,9,1,i,i
Cc1ccc(/C=C/C(=O)NCc2cccs2)o1,i,i,4,2,i,i,i,x,2,i,i
Cc1cccc(C)c1NC(=O)CSc1ncnc2nc[nH]c12,i,i,-7,-3,i,i,i,x,0,i,i
COc1ccc(NC(=O)c2cc(Cl)ccc2Cl)c([N+](=O)[O-])c1,i,i,-4,0,i,i,i,-4,0,i,i
COc1ccc(C2C(C(=O)/C=C/c3ccco3)=C(O)C(=O)N2CCN2CCOCC2)cc1 (stereo not drawn),i,i,-10,-6,i,i,i,x,-3,i,i

New compounds follow.
SMILES,KCNQ1 pot,RGS4 act,hERG protect,GSK3beta inhib,KCNQ1 block,RGS4 block,PolyA inhibitor,Dyrk1A ADPGlo,GSK3A inh,KCNK3 inh,KCNK9 block
O=[N+]([O-])c1cc(C(F)(F)F)ccc1Sc1nccn1Cc1ccccc1,i,i,-10,-1,i,i,i,3,0,i,i
CC1=CC(C)(C)n2c(O)c(N=N)c3c(C)ccc1c32,i,i,-9,2,i,i,i,2,3,i,i
CC(=O)Nc1ccc(OCC(O)Cn2cncn2)cc1 (stereo not drawn),i,i,-4,-6,i,i,i,0,-2,i,i
O=C(Cc1cn2ccsc2n1)NCc1ccccc1,i,i,-3,0,i,i,i,-5,-1,i,i
COc1cccc(CN2CCC(C(=O)N3CCN(c4ccccc4F)CC3)CC2)c1OC,i,i,-2,-2,i,i,i,-4,-2,i,i
COc1ccc(Cl)cc1NC(=O)Cn1nc(-c2ccc(C)cc2)n(C)c1=S,i,i,-8,4,i,i,i,-6,-2,i,i
CC1C(=O)N(c2ccc(S(=O)(=O)N(C)C)cc2)C1(/C=C/c1ccccc1)C(=O)NC1CCCC1 (stereo not drawn),i,i,-7,1,i,i,i,-1,-3,i,i
Cc1ccsc1CN(C)CC(=O)Nc1ccc([N+](=O)[O-])cc1Cl,i,-8.5*,-11,0,i,i,i,x,-2,-9.5*,-21*
